Source: PubChem
SDO1 yeast rescue: compounds rescuing growth of sdo1-depleted yeast, bone marrow failure model. z-score at 10 µM. hit rate 0.21% among 140,000. AID 817. S. cerevisiae sdo1-depleted JHY4D growth rescue, OD600 30 h; hits give high values; pdr5 snq2 efflux-pump mutant strain;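 active means z-score above 3 at both the 24 hr and the 30 hr optical density reads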;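 further: z-score against mean and SD of all compound wells on the same plate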
INS promoter inh: TRM-6 insulin promoter activity inhibition | TRM-6 cells (human fetal islet line), insulin promoter-eGFP reporter, imaging; reporter expression induced with tamoxifen | inhibition, % at 2 µM | hit rate 0.9% among 130,000 | AID 1273;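 active means inhibition above the mean plus 3 SD, with well images judged a real hit on visual review, cut at about 60% in these data, passing the limit was not always enough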
SDO1 yeast rescue Rescue 24 h: also measured in SDO1 yeast rescue; calls as there; z-score; S. cerevisiae sdo1-depleted JHY4D growth rescue, OD600; measured here: growth rescue at 24 h;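 0 is the plate mean of compound wells and units are plate SD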
Numbers without * were called inactive; . = not tested or not shown; [ ] = remark or other dose. Not all compounds are listed; rates above refer to the full screens.

SMILES | SDO1 yeast rescue | SDO1 yeast rescue Rescue 24 h | INS promoter inh
OCCN(Cc1ccccc1)Cc1cccc(C(F)(F)F)c1 | 0.05 | 0.18 | -82
C=CCNC(=O)/C(C#N)=C\c1cc(Cl)c(O)c(OCC)c1 | -0.42 | -0.18 | .
CCN(c1ccccc1)S(=O)(=O)c1cc(C(=O)Nc2ccc(Br)cc2)ccc1F | -1.4 | -0.62 | 14
CCCC(C)C(=O)Nc1cc([N+](=O)[O-])ccc1F (stereo not given) | 0.29 | 0.49 | 17
Cc1cc(/C=C2/NC(=O)NC2=O)c(C)n1C | . | . | -50
Cc1ccccc1OC(=O)CCC(=O)OCCCC(F)(F)C(F)(F)F | -0.41 | -0.37 | -8
Cc1ccc(S(=O)(=O)N(C)C)cc1NC(=S)NC12CC3CC(CC(C3)C1)C2 | 0.01 | 0.18 | .
Cc1[nH]c(=O)[nH]c(=O)c1S(=O)(=O)N1CCCC(C(=O)NCCC2=CCCCC2)C1 (stereo not given) | . | . | -6
O=P(c1ccccc1)(c1ccccc1)C1CCCO1 (stereo not given) | -0.11 | -0.22 | .
COc1cccc(-c2csc(N3CCN(C(=S)Nc4ccccc4)CC3)n2)c1 | -1.1 | -1.2 | -7
Cc1c(/N=C/c2ccco2)n(Cc2ccccc2)c2ccccc12 | 1.1 | 1.1 | .
O=C(Nc1ccccc1Cl)N1CCN(c2ccc3nnc(-c4ccccc4)n3n2)CC1 | -1.1 | -0.51 | .
Cc1ccc(C)c(NC(=O)CSc2nnc(CCCCCNC(=O)OC(C)(C)C)o2)c1 | -0.44 | -0.12 | .
Cc1ccc(CN2C(=O)CCC2C(=O)N2CCN(c3ccc(F)cc3)CC2)cc1 (stereo not given) | 0.02 | 0.13 | 15
Cc1nn(C)c(C)c1-c1c(C#N)c(N)nc2c1CCCCCC2 | -0.09 | -0.45 | .
COc1cccc(C2N(c3ccccn3)C(=O)C3CCCN32)c1OC (stereo not given) | 0.2 | -1.1 | .
COc1cccc(/C=N/N2CCN(c3ccncc3S(=O)(=O)N3CCCCC3)CC2)c1 | -0.65 | -0.93 | -46
O=C(C1CC1)N1CCC(C(O)(c2ccccc2)c2ccccc2)CC1 | -0.11 | -0.48 | -51
CCOc1ccccc1-c1cc(-c2ccccc2)nc2c1c(=O)n(C)c(=O)n2C | -0.62 | 0.52 | -25
COCCCNC(=O)C1CCN(C(=O)Nc2ccc(Cl)cc2)CC1 | 0.77 | -0.39 | 16

Exported in markdown: entries from further up
| smiles | SDO1 yeast rescue | SDO1 yeast rescue Rescue 24 h | INS promoter inh |
| --- | --- | --- | --- |
| O=P(c1ccccc1)(c1ccccc1)C1CCCO1 (stereo not given) | -0.11 | -0.22 | . |
| COc1cccc(-c2csc(N3CCN(C(=S)Nc4ccccc4)CC3)n2)c1 | -1.1 | -1.2 | -7 |
| Cc1c(/N=C/c2ccco2)n(Cc2ccccc2)c2ccccc12 | 1.1 | 1.1 | . |
| O=C(Nc1ccccc1Cl)N1CCN(c2ccc3nnc(-c4ccccc4)n3n2)CC1 | -1.1 | -0.51 | . |
| Cc1ccc(C)c(NC(=O)CSc2nnc(CCCCCNC(=O)OC(C)(C)C)o2)c1 | -0.44 | -0.12 | . |
| Cc1ccc(CN2C(=O)CCC2C(=O)N2CCN(c3ccc(F)cc3)CC2)cc1 (stereo not given) | 0.02 | 0.13 | 15 |

Next part.
SMILES | SDO1 yeast rescue | SDO1 yeast rescue Rescue 24 h | INS promoter inh
O=C(OCc1ccc(Cl)c(Cl)c1)c1ccccn1 | -0.78 | -1 | .
C=CCN(CC=C)CC(=O)Nc1ccc(S(N)(=O)=O)cc1 | 0.84 | 0.27 | -5
Cc1ccc(/C=N/n2cnnc2)s1 | 0.05 | -0.38 | -36
Cc1ccccc1C(=O)N/N=C/c1ccc(OCC(=O)N2CCCCC2)cc1 | -0.33 | -0.18 | .
CC(C)NC(=O)NC(=O)COC(=O)Cc1c(F)cccc1Cl | . | . | 58
O=C(Nc1ccc(-n2cnnn2)cc1)C1CCCCC1 | -1.1 | -0.73 | -12
COc1cccc(CN(C)C(=O)Nc2cccc(C(F)(F)F)c2)c1OC | -0.31 | -0.59 | .
Cc1ccc(-c2nn(CC(=O)NCCN3CCOCC3)c(=O)c3ccccc23)cc1 | 0.51 | -0.21 | 17
CCn1c(CSc2nc3ccccc3s2)nnc1SCC(=O)c1ccc2c(c1)OCCO2 | -2.2[7.4 µM] | -1.1 | -67
CC(=O)Nc1ccccc1-c1nc2ccc(C(=O)N3CCN(c4cccc(C)c4)C(C)C3)cc2[nH]c1=O (stereo not given) | 0.08 | 0.15 | .

Complete entries, quoted from the list:
Cc1ccc(-c2nn(CC(=O)NCCN3CCOCC3)c(=O)c3ccccc23)cc1 is listed with SDO1 yeast rescue: 0.51; SDO1 yeast rescue Rescue 24 h: -0.21; INS promoter inh: 17
C=CCN(CC=C)CC(=O)Nc1ccc(S(N)(=O)=O)cc1 is listed with SDO1 yeast rescue: 0.84; SDO1 yeast rescue Rescue 24 h: 0.27; INS promoter inh: -5

Next structures follow:
SMILES | SDO1 yeast rescue | SDO1 yeast rescue Rescue 24 h | INS promoter inh
COc1cccc(CNC(=O)C2CCC(CNS(=O)(=O)c3cccc4nsnc34)CC2)c1 (stereo not given) | 0.63 | 0.23 | .
Cn1cccc1C(=S)N1CCOCC1 | 0.91 | -0.24 | 4
O=S(=O)(C(=CNc1ccccc1)S(=O)(=O)c1ccccc1)c1ccccc1 | -0.15 | -0.21 | .
CCOC(=O)CN=C1CC(C)(C)CC2=C1Sc1ncnc(N(C)C)c1N2 | 0.5 | -0.14 | 3
FC(F)Oc1cccc(NC(=S)N2CCN(c3ccccn3)CC2)c1 | . | . | 17
O=C(CSc1nnc(NC(=O)c2ccccc2C(=O)O)s1)Nc1ccccc1Cl | . | . | 33
COc1ccc2nc(NC(=O)c3ccc(Br)s3)sc2c1 | 0.07 | 2.1 | -7
CCC(=O)Nc1cccc(NC(=S)NC(=O)Cc2ccccc2)c1 | 0.5 | 0.04 | 30
COc1ccc(CNC(=O)c2c(C)cc(=O)oc2C)cc1 | . | . | 50
CNC(=O)NC(=O)C(C)OC(=O)c1c(C)noc1C (stereo not given) | -0.21 | -0.47 | -27
O=C(Nc1cc(S(=O)(=O)N2CCOCC2)ccc1N1CCCC1)c1cnccn1 | 0.67 | 0.44 | .
CCCCNC(=O)CCn1c(=O)c2ccccc2n(Cc2ccc(F)cc2)c1=O | -0.91 | -1.6 | 45
Cc1ccc(NC(=O)CN2C(=S)NC(C)(C)CC2C)cc1Cl (stereo not given) | . | . | -20
COc1cccc(OC)c1C(=O)NCCN1CCN(C(=O)c2c(OC)cccc2OC)CC1 | 0.68 | 0.78 | 48
COCCn1nnnc1C(c1cccc(C(F)(F)F)c1)N1CCOCC1 (stereo not given) | 1.1 | 0.64 | 24
CC(=O)Nc1ccc(NC(=O)[C@@H]2CCCN2S(=O)(=O)c2ccc3c(c2)OCCO3)cc1 | . | . | 10
CCSc1nc2sc3c(c2c(=O)[nH]1)CCCC3 | -1.1 | -0.46 | 0
O=C1C=C(NCCN2CCOCC2)C(=O)c2cnccc21 | -0.14 | 0.64 | -18
Cn1c(=O)c(C#N)c(-c2ccccc2)n2cnnc12 | -0.36 | -0.56 | .
CCOC(=O)CC(NC(=O)C(CC)c1ccccc1)c1ccccc1Cl (stereo not given) | -0.64 | -0.96 | -19
CCS(=O)(=O)N1CCC(C(=O)Nc2cc(Cl)ccc2O)CC1 | 0.53 | 0.43 | 3
COc1cc(C=C(C(C)=O)C(C)=O)ccc1O | 1.7 | -0.33 | 17
Cc1cccnc1-n1c(CCN2C(=O)c3ccccc3C2=O)nc2ccccc2c1=O | -0.92 | -0.55 | -45
O=C(COC(=O)CCCNC(=O)c1ccc(Cl)cc1)Nc1cc(Cl)c(Cl)cc1Cl | -1.7 | -0.49 | -53
Cc1ccc(C(C)C)c(OCc2nc(-c3nonc3N)no2)c1 | -1 | -0.4 | .
CCC1CCCCN1Cc1ccc(N)cc1 (stereo not given) | . | . | 29
CCCCN(CC)CCNC(=O)CN1C(=O)COc2ccc(S(=O)(=O)N3CCCC3)cc21 | 0.28 | -0.5 | -42
CCOC(=O)N1CCN(c2ncnc3c2cnn3-c2ccc(OC)cc2)CC1 | . | . | 44
CCC1CCc2[nH]nc(C(=O)O)c2C1 (stereo not given) | -0.34 | -0.4 | .
Cc1cc(/C=C(\C#N)C(=O)NCc2cccs2)c(C)n1-c1ccccc1F | -0.63 | -0.11 | -13
CC(C)c1nc(SCC(=O)N2CCCC2)c2ccccc2n1 | -0.31 | 0.41 | 22
CCn1c(=O)cc(OCC(=O)NCCc2ccc(OC)c(OC)c2)c2ccccc21 | . | . | 10
COc1ccc(NS(=O)(=O)c2ccc(NC(=O)Cc3cccs3)cc2)cc1 | 0.38 | 0.49 | -27
Nc1cc(S(=O)(=O)Nc2ccccc2Cl)ccc1N1CCOCC1 | . | . | 0
Cc1cccc(OCc2nnc(SCc3cc(=O)[nH]c4ccccc34)n2-c2ccccc2)c1 | 0.36 | 0.4 | -31
COc1ccc(-c2cc(C(F)(F)F)nc(N3CCN(Cc4ccccc4)CC3)n2)cc1OC | -0.95 | 0.42 | .
COc1nc(C)c2cc(C)oc2n1 | -0.43 | 0.06 | -86
O=S(=O)(c1ccc(F)cc1)N1CCCC(CO)C1 (stereo not given) | 0.77 | -0.15 | 29
Cc1ccc(CN(C(=O)c2cc(=O)c3cc(Cl)c(C)cc3o2)C2CCS(=O)(=O)C2)cc1 (stereo not given) | -0.93 | -1.1 | -35
CC(C)CNc1oc(-c2ccc(F)cc2)nc1C#N | -1.1 | -0.53 | .

The list goes on, starting with the last two of the part before.
SMILES | SDO1 yeast rescue | SDO1 yeast rescue Rescue 24 h | INS promoter inh
Cc1ccc(CN(C(=O)c2cc(=O)c3cc(Cl)c(C)cc3o2)C2CCS(=O)(=O)C2)cc1 (stereo not given) | -0.93 | -1.1 | -35
CC(C)CNc1oc(-c2ccc(F)cc2)nc1C#N | -1.1 | -0.53 | .
Cc1cc2c(c(=O)n1Cc1ccccn1)C(C(C)C)C(C#N)=C(N)O2 (stereo not given) | 0.03 | -0.15 | .
CN(CCOc1ccc(-c2ccn(S(=O)(=O)c3c(Cl)cccc3Cl)n2)cc1)c1ccccn1 | -0.81 | 0.56 | -30
Cc1ccc(C)c(C(=O)CN2C(=O)CCC2=O)c1 | 1 | -0.69 | .
COc1ccc(S(=O)(=O)Nc2nc3ccccc3nc2Nc2ccc3c(c2)OCO3)cc1 | -0.54 | 0.45 | -20
COc1ccc(CNC(=O)c2cccc(NC(=O)c3ccccc3)c2)cc1 | . | . | -19
Cc1cc(OCC(O)CN(CCO)CCO)ccc1Cl (stereo not given) | 0.17 | 0.2 | -13
O=C(NCc1ccccc1Cl)c1ccc2c(=O)n(CCCN3CCCC3=O)c(=S)[nH]c2c1 | -0.14 | -0.59 | -103
CC(C)C(C(=O)Nc1ccc2c(c1)OCCOCCOCCOCCO2)N1C(=O)c2ccccc2C1=O (stereo not given) | . | . | 35
CC(C)C(=O)OCCN=C1NS(=O)(=O)c2ccccc21 | 0.4 | 0.56 | 39
O=C(N/N=C/C=C\c1cccc([N+](=O)[O-])c1)c1ccccn1 | 0.36 | 0.49 | .
CC(=O)CC(C)=NCCN=C(C)CC(C)=O | 1.8 | 2 | .
O=C(c1ccccc1F)N1CCN=C1SCc1cccnc1 | 0.3 | -0.29 | .
CCc1nnc(NC(=O)CSc2nnc(-c3c[nH]c4ccccc34)n2C)s1 | 1.1 | 0.21 | .
O=C(N/N=C/c1cccnc1)c1cc2ccccc2o1 | 0.85 | 0.01 | 20
Cc1ccc2c(c1)nnn2C1CCN(S(=O)(=O)c2ccc(C(=O)N3CC(C)CC(C)C3)cc2)CC1 (stereo not given) | -0.69 | -0.79 | .
CCOC(=O)C1=C(C)Nc2sc(C(=O)c3ccc(OC)cc3)c(N)c2C1c1ccc(C(=O)OC)cc1 (stereo not given) | -0.81 | -1.4 | 21
O=C(O)CC(CC(=O)Nc1nncs1)c1ccccc1 (stereo not given) | 0.05 | 0.25 | -38
CCOC(=O)CSc1nc(Nc2ccc3c(c2)OCO3)c2ccccc2n1 | -0.96 | -0.76 | 16
O=C(/C=C/c1ccccc1)c1ccc(NC2=NCCCS2)cc1 | -0.68 | -0.33 | 0
Cc1ccccc1N(CC(=O)NCCc1ccccc1)C(=O)c1ccc(N2CCCC2)nc1 | 0.48 | 0.86 | -97
O=C1CC(SC2=NCCS2)C(=O)N1c1ccc(Br)cc1 (stereo not given) | 0.55 | -0.1 | 14
C/C(=N\OCC(=O)Nc1ccc(F)c(F)c1F)c1cc2ccccc2o1 | -0.98 | -1.1 | .
O=c1[nH]n2c(=O)c3c([nH]c2c1N=Nc1cccc(C(F)(F)F)c1)CCCC3 | 1.6 | 1.5 | -137
CSc1nc2ccccc2n1C(=O)Oc1ccccc1 | 0.22 | -0.26 | 87*
Cc1cc(C(=O)NCCCn2ccnc2)cs1 | -0.06 | -0.18 | -182
Cc1cc(C)c(NC(=O)CSc2nc3c(c(=O)n2C)SC(C)C3)c(C)c1 (stereo not given) | -0.83 | -1 | .
COc1ccc(NC(=O)COC(=O)CCCOc2ccc(Cl)cc2Cl)cc1 | 0.55 | 0.44 | .
O=P(c1ccccc1)(c1ccccc1)C(O)c1ccncc1 (stereo not given) | 0.14 | 0.33 | .
C=CCNC(=O)N[C@@H](CCSC)C(=O)OC | 2 | 1.9 | .
CCC(=O)Nc1cc(C)c(NC(=O)c2ccccc2OC)cn1 | 0.8 | 0.59 | 50
CCOC(=O)Cn1nc(C)c(NC(=O)CCc2ccccc2)c1C | . | . | 5
CSc1cccc(NS(=O)(=O)c2ccc(F)cc2)c1 | 0.11 | 0.1 | 49
CC(C)(C)NC(=O)c1cccc(NC(=O)c2cccc(O)c2)c1 | 0.14 | -0.65 | 67
CCOc1cc2c(cc1/C=C1/NC(=O)N(CC(=O)OC)C1=O)OCO2 | . | . | -27
CC(=O)N1CCC(=NNC(=O)c2cccs2)CC1 | 1.3 | 1.8 | .
